# KB-3-1 tox: qHTS assay for MDR1-selective chemotherapeutics: Primary screen using the parental adenocarcinoma cell KB-3-1; 1.4% of 400,000 active; Potency, µM (top dose mostly 46.1 µM), for the others: top-dose activity change, negative = cytotoxic, hits mostly cytotoxic; KB-3-1 viability, CellTiter-Glo ATP luminescence, 72 h; AID 1347075, 2019; also: potency is read from the fitted curve at half-maximal effect; % is scaled to controls: 0 for no effect and ±100 for the full control effect; nearly all actives have a fitted effect of over 60% in size
#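 KB-3-1 parental drug-naive adenocarcinoma cells in DMEM/10% FBS, incubated 72 h at 37 C with pin-transferred compounds across a concentration series. Viability by CellTiter-Glo luminescence; concentration-response curves fitted after normalization.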
# MCF10A rerep: A quantitative high throughput screen for small molecules that induce DNA re-replication in MCF 10a normal breast cells. MCF 10A DNA re-replication, Hoechst nuclear intensity, 48 h. Potency, µM (titrated, usually from 46.1 µM), inactives show top-dose activity, positive = re-replication, hits mostly activators. 2.9% of 350,000 active. AID 624296, 2012; also: potency is read from the fitted curve at half-maximal effect; % of control where 0% means no effect; nearly all actives have a fitted effect of over 50% in size
# HT1080-NT tox: qHTS for induction of synthetic lethality in tumor cells producing 2HG: qHTS for the HT-1080-NT fibrosarcoma cell line. AID 686970, 2013. Potency, µM (top dose mostly 46.1 µM), for the others: at the top dose activity, negative = less viability, actives largely listed as cytotoxic. 1.6% of 360,000 active. HT-1080-NT fibrosarcoma viability, CellTiter-Glo ATP luminescence, 48 h;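 also: NT is the 2HG producing partner of a matched IDH1 knockdown line; potency is read from the fitted curve at half-maximal effect; 0% = DMSO-treated cells and -100% = media-only wells without cells; nearly all actives have a fitted effect of over 55% in size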
#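 HT-1080-NT; 750 cells/well; 5% FBS RPMI; 48 h compound, 37 degrees C; CellTiter-Glo luminescence; curve fitting and curve-class assignment.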
# S2 tox: Viability Counterscreen for Primary qHTS for Inhibitors of ATXN expression; AID 651635, 2014; S2 cells (HEK-293 line with an ATXN2-luciferase reporter) viability, CellTiter-Fluor protease fluorescence, 24 h; Potency, µM (doses to about 56.7 µM), most hits filed as cytotoxic; 0.49% of 400,000 active; also: potency is read from the fitted curve at half-maximal effect; nearly all actives have a fitted effect of over 40% in size
# HepG2 tox: qHTS for Inhibitors of TGF-b: Cytotox Counterscreen; HepG2 CAGA-GFP viability, ATP luminescence, 18 h; 0.76% of 410,000 active; AID 588856, 2011; Potency, µM (doses to about 46.1 µM), for inactives: at the top dose activity change, negative = cytotoxicity, actives largely listed as cytotoxic; also: potency is read from the fitted curve at half-maximal effect; some results filed as inactive show a strong effect at the top dose
#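 HepG2 CAGA-GFP cells (1000/well, DMEM with 1% FBS) received compound, then TGF-beta at 500 pg/mL final, and were incubated 18 hours at 37 degrees C. Viability was read by CellTiter-Glo luminescence. Media-only wells were set as complete cell-killing and DMSO as no toxicity.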
# SW480 rereplic: A quantitative high throughput screen for small molecules that induce DNA re-replication in SW480 colon adenocarcinoma cells; 1.8% of 340,000 active; Potency, µM (highest dose often 46.1 µM), without a hit: at the highest dose re-replication activation, actives largely listed as activators; SW480 DNA re-replication, Hoechst DNA content imaging, 48 h; also: potency is read from the fitted curve at half-maximal effect; % of control where 0% means no effect; nearly all actives have a fitted effect of over 55% in size
#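 Per well, 250 cells were exposed to pinned compound for 48 hr. Nuclear DNA was visualised with Hoechst (40 min, 37 C) and total object intensity recorded by fluorescence scanning.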
# IL1B secr inh: qHTS for Inhibitors of Inflammasome Signaling: IL-1-beta AlphaLISA Primary Screen | activity change, % at 57.5 µM | AID 743279, 2014 | 4.7% of 360,000 active | THP-1 LPS/ATP IL-1B secretion, AlphaLISA, 16 h; hits give low values; in the data active = activity change below about -50%; inconclusive = mostly about -30% to -49%; also: % is scaled to controls: 0 for no effect and ±100 for the full control effect
#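 Secreted IL-1B measured by AlphaLISA bead assay after 16 h compound exposure of THP-1 cells; compounds (final up to 57.5 uM) added 1 h before LPS (250 ng/mL) and ATP (1.25 mM) stimulation; lower signal means less secretion.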
# ATXN2 expr inh: Primary qHTS for Inhibitors of ATXN expression; HEK-293 ATXN2-luciferase reporter, luminescence, 24 h; Potency, µM (doses to about 57 µM), inactives show at the highest dose activity change, negative = inhibition, usual class: inhibitors; 0.72% of 360,000 active; AID 1745845, 2022; also: potency is read from the fitted curve at half-maximal effect; % is scaled to controls: 0 for no effect and ±100 for the full control effect; nearly all actives have a fitted effect of over 55% in size
#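 qHTS (up to 57 uM final) was run with 24 h compound exposure of reporter cells at 37 °C. Each well was multiplexed: SteadyGlo luminescence measured ATXN2-luciferase expression after a fluorogenic Gly-Phe-AFC viability readout (25 uM final).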
# HT1080 IDH1KD tx: qHTS for induction of synthetic lethality in tumor cells producing 2HG: qHTS for the HT-1080-IDH1KD cell line | HT-1080 IDH1 knockdown viability, ATP luminescence, 48 h | Potency, µM (doses to about 46.1 µM), for inactives: at the highest dose activity, negative = toxicity, usual class: cytotoxic | 2% of 360,000 active | AID 686971, 2013;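 also: potency is read from the fitted curve at half-maximal effect; 0% = DMSO wells and -100% = cell-free medium wells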
#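 In this qHTS, HT-1080 cells depleted of IDH1 are exposed for 48 h at 37 °C to compound titrations. Toxicity is scored from CellTiter-Glo luminescence, with DMSO as full viability and medium alone as none.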
# The depositor's hits bear a star; i = inactive; ? = inconclusive; / = no result given; [ ] = dose if it differs, or a comment. Unless noted, calls follow the shape of the dose curve; as a rule, active = well fitted curve in the direction sought with a large enough effect; inconclusive = small, poorly fitted or top-dose-only effect, or another doubt; inactive = no such curve, though single readings can be large; an effect the other way counts as inactive or inconclusive.
Structure,KB-3-1 tox,MCF10A rerep,HT1080-NT tox,S2 tox,HepG2 tox,SW480 rereplic,IL1B secr inh,ATXN2 expr inh,HT1080 IDH1KD tx
Cc1ccc(C(=O)N2CCN(c3ccc(NC(=O)c4ccc(Br)o4)cc3)CC2)cc1,-9%,13%,-3%,i,-25%,-1%,-86*,-24%,?
CCC(CO)NS(=O)(=O)c1cc(-c2nn(C)c(=O)c3ccccc23)ccc1C (stereo unspecified),-3%,-6%,-5%,i,-19%,?,10,-19%,-9%
NC(=O)CSc1nc2ccccc2c(=O)n1Cc1ccccc1,8%,1%,-2%,i,-46%,-41%[inhibitor],-10,10%,-3%
CCOC(=O)c1ccc(N=Nc2c(C)[nH]n(-c3ccccc3)c2=O)cc1,0%,12%,4%,i,7%,4%,24,/,8%
CCCn1nnnc1NCc1ccccc1OCc1ccc(F)cc1,2%,23µM*,10%,i,0%,?,9,2%,2%
COc1ccc(C(=O)OCn2nnc3ccccc3c2=O)cc1[N+](=O)[O-],1%,4%,19%,i,-23%,-4%,14,87%[activator],-2%
COc1ccc(-c2nn(-c3ccccc3)cc2C(=O)O)cc1,?,1%,2%,i,-16%,-4%,2,-6%,12%
COc1ccc(C(=O)Nc2ccc(-n3nncc3C(C)(C)C)cc2)cc1,-11%,1%,1%,i,-11%,15%,0,/,-4%
O=C(/C=C/c1ccccc1)OCC(=O)N1CCN(c2ccccc2)CC1,1%,1%,1%,?,4%,-12%,1,5%,6%
O=C(CCn1cnc2onc(-c3ccc(F)cc3)c2c1=O)N1CCN(c2ccccc2F)CC1,13%,/,/,i,-77%,/,/,7%,/
O=C(COC(=O)CCCN=C1NS(=O)(=O)c2ccccc21)NC(=O)NC1CCCC1,1%,-2%,18%,i,10%,-1%,58,7%,?
Cc1ccc(NC(=O)c2oc3ccccc3c2C)nc1,6%,11%,3%,i,-10%,-1%,-7,71%[activator],-3%
CC(C)(C)NC(=S)NC1CC1,3%,0%,7%,i,14%,-4%,11,6%,8%
O=C(Nc1cc(-c2ccccc2)cs1)c1ccco1,-2%,?,-7%,i,-25%,-396%[inhibitor],-29,45%[activator],-10%
CCOc1ccccc1NS(=O)(=O)c1ccc2c(c1)CC(C)N2C(=O)C1CCC1 (stereo unspecified),?,/,/,i,-24%,/,/,?,/
COc1ccccc1NC(=O)CN(c1ccc(C(C)C)cc1)S(=O)(=O)c1c(C)noc1C,-24%,/,/,i,-29%,/,/,-7%,/
O=S(=O)(c1ccc(NCCCO)nc1)N1CCOCC1,3%,2%,12%,i,-19%,-2%,4,3%,20%
O=C(NC1(c2ccccc2)CC1)C1CCC(=O)N(Cc2ccc(Cl)cc2)C1 (stereo unspecified),-1%,-2%,-1%,i,-12%,?,-5,-2%,8%
COc1ccc(CC(N)c2csc(NC(=O)NCc3ccccc3)n2)cc1 (stereo unspecified),0%,/,?,?,-19%,/,-15,?,18µM*
COc1cccc(CN(C)CC(=O)Nc2cccc3ccccc23)c1,10%,-1%,-1%,i,-9%,-1%,-13,-16%,13%
CN(C)c1ccc(NC(=O)Nc2csc3ccccc23)cc1,-7%,?,-9%,i,-13%,-1%,0,52%[activator],-8%
COc1ccccc1C(=O)COC(=O)Cn1nc(C)c([N+](=O)[O-])c1C,18%,-5%,5%,?,6%,6%,16,-1%,1%
CC(OC(=O)C1=COCCO1)C(=O)NC1CCCCC1C (stereo unspecified),8%,11%,-3%,i,-21%,-1%,7,/,0%
CCOc1cc(C(=O)Nc2ccc3nc(Nc4cccc(Cl)c4)cc(C)c3c2)cc(OCC)c1OCC,-3%,/,/,i,-16%,/,/,-7%,/
NC(=O)C1CCN(S(=O)(=O)c2cccc(C(=O)O)c2)CC1,-2%,-4%,16%,i,4%,0%,8,1%,17%
COc1ccc(C(=O)NCCS(=O)(=O)N(C)C2CCCCC2)cc1,0%,3%,10%,i,-5%,-2%,0,1%,1%
Cc1cc(C(=O)CSc2nc(N)cc(N)n2)c(C)n1-c1cccc(C(F)(F)F)c1,-5%,12%,0%,i,-4%,-2%,-11,-17%,-1%
CC(C)(C)c1nnc(N/N=C/c2ccccc2)n(N)c1=O,7%,22%,5%,i,-3%,?,-7,11%,2%
O=C1C2C3C=CC(C4CC34)C2C(=O)N1/N=C/c1ccc(-c2ccc(Cl)cc2[N+](=O)[O-])o1 (stereo unspecified),3%,?,-21%,?,-5%,0%,0,4%,-3%[9.24 µM]
O=C(NCCc1c[nH]c2ccccc12)C(=O)NCC(c1ccco1)N1CCN(c2ccccc2)CC1 (stereo unspecified),?,14%,1%,i,26%,3%,31,-4%,-1%
COCCCNC(=S)Nc1c(C)cc(C)cc1C,16%,?,13%,i,-3%,8%,23,2%,15%
O=C(NC(=S)Nc1cccc(O)c1)c1cncc(Br)c1,2%,?,8%,i,-26%,?,/,0%,9%
Cc1ccc(C)n1-c1ccc(C(=O)NN=C2CCCC2)cc1,3%,3%,-1%,i,6%,-4%,7,2%,11%
CC(C)N1C(=O)C(=O)N(CC(=O)N(C)c2ccccc2)C1=O,14%,4%,-19%[9.24 µM],i,6%,-14%,2,5%,14%
Cc1nc2ccccn2c1C(=O)Nc1ccc(Cl)cc1,-2%,-1%,-2%,i,-45%,-2%,13,47%[activator],-16%
CC(=O)C1=C(O)C(=O)N(c2cccnc2)C1c1ccc(Cl)cc1 (stereo unspecified),-10%,0%,5%,i,1%,0%,0,-6%,10%
N#C/C(C(=O)N1CCCCC1)=C1/N=C(N)c2ccccc21,10%,-1%,0%,?,22%,-1%,-5,8%,10%
O=C(NNC(=S)NCc1ccccc1)c1ccc2c(c1)OCO2,1%,-1%,-4%,i,-22%,0%,-3,1%,4%
O=C(NCCOc1ccccc1)c1ccccc1,2%,-9%,8%,i,-18%,-18%,-4,-9%,13%
O=C(CCC(=O)N/N=C/c1ccc(Br)o1)N/N=C/c1ccc(Br)o1,2%,7%,2%,i,-23%,-2%,-7,-5%,7%

# An excerpt from above, showing only HepG2 tox, HT1080 IDH1KD tx and MCF10A rerep:
Molecule	HepG2 tox	HT1080 IDH1KD tx	MCF10A rerep
Cc1ccc(C)n1-c1ccc(C(=O)NN=C2CCCC2)cc1	6%	11%	3%
CC(C)N1C(=O)C(=O)N(CC(=O)N(C)c2ccccc2)C1=O	6%	14%	4%

# (further entries)
Structure,KB-3-1 tox,MCF10A rerep,HT1080-NT tox,S2 tox,HepG2 tox,SW480 rereplic,IL1B secr inh,ATXN2 expr inh,HT1080 IDH1KD tx
CC(=O)c1cccc(NC(=O)CSc2nc(N3CCCCC3)nc(N3CCCCC3)n2)c1,0%,5%,-4%,i,-6%,2.2µM*,19,37%,27%
COc1ccc(CNC(=O)C2CCN(S(=O)(=O)N3CCOCC3)CC2)cc1,-2%,-13%,11%,i,-48%,-23%,-4,12%,13%
COc1ccccc1N1CCN(C(=O)c2ccc(Cn3c(=S)[nH]c4cc5c(cc4c3=O)OCO5)cc2)CC1,-1%,0%,13%,i,-23%,-3%,19,20%,16%
CC(C)n1nccc1N(Cc1ccc(C#N)cc1)S(=O)(=O)c1ccccc1,-14%,7%,9%,i,-9%,-3%,21,-7%,18%
NC(=O)c1ccc[n+](Cc2cccc3ccccc23)c1,2%,19%,-8%,i,-10%,1%,25,5%,1%
COc1ccc(OC)c(C(C)NC(=S)NC2CCCCC2)c1 (stereo unspecified),-26%,1%,10%,i,-19%,-16%,-7,-13%,-3%
Cc1ccc(C)c(OCCC(=O)OCC(=O)Nc2cc(S(=O)(=O)N3CCCCC3)ccc2C)c1,9%,?,0%,i,-17%,8%,-15,5%,-15%
CN(C)c1nc(N(C)C)n(Cc2c(Cl)cccc2Cl)n1,2%,?,1%,i,16%,-110%[inhibitor],-2,-7%,19%
CCOCc1cnc(C)nc1NCC(=O)c1c(C)[nH]c2cc(C)ccc12,16µM*,0%,?,i,-4%,-6%,0,1%,-2%[9.24 µM]
CCOc1ccc(/C=N/N2C(C)CCCC2C)cc1 (stereo unspecified),-15%,5%,23%,?,-16%,-5%,32,7%,20%
CCOC(=O)/C(C#N)=C1/SC(CC)C(=O)N1c1ccc(C)cc1 (stereo unspecified),13%,2%,-2%,i,-22%,0%,29,4%,3%
CC(C)CCNC(=O)CN1C(=O)NC(c2ccccc2)(c2ccccc2)C1=O,-8%,0%,-9%,i,-17%,-38%[inhibitor],-25,1%,-2%
Cc1ccc(NC(=O)C(c2ccccc2)N2CCN(CC(=O)NC3CC3)CC2)cc1Cl (stereo unspecified),3%,-1%,2%,i,-14%,2%,-21,-28%,1%
C[C@H](NC(=O)[C@H]1N2C(=O)c3ccccc3C2SC1(C)C)C(=O)N1CCN(C)CC1 (stereo partly specified),3%,0%,0%,i,-5%,4%,35,-2%,5%
Cc1ccc(-n2ncc3c(NCCc4ccccc4)ncnc32)cc1Cl,10%,/,/,i,-29%,/,/,48%[activator],/
CCOc1ccc(N(CC(=O)NCc2ccccc2)S(=O)(=O)c2c(C)noc2C)cc1,-9%,26%,0%,i,-15%,-4%,-5,-3%,-9%
COc1ccc(NC(=O)CN(C)CC(=O)N2CC(=O)Nc3ccccc32)cc1,1%,8%,0%,i,-3%,1%,1,/,0%

# Source: PubChem
